Compound activity: PubChem BioAssay, National Center for Advancing Translational Sciences (NCATS)
POLH inh – blocks human DNA polymerase eta activity. Q9Y253. recombinant Pol eta, fluorescent DNA replication assay. Potency, µM (doses to about 114 µM), for inactives: at the top dose activity change, negative = inhibition, hits mostly inhibitors. 1.2% of 390,000 active. AID 588591
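Fluorescent replication assay: 50 nM final substrate added after a 15 min room-temperature compound preincubation with 10 nM enzyme. Signal taken at 0 min and again at 10 min.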
POLK inh – blocks human DNA polymerase kappa activity. Q9UBT6. purified Pol kappa, fluorescent DNA synthesis assay, 10 min. Potency, µM (titrated, usually from 107 µM), for the others: at the highest dose activity, negative = inhibition, hits mostly inhibitors. 0.53% of 400,000 active
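Kinetic fluorescence screen: compound preincubated 15 min RT with 10 nM enzyme; 50 nM substrate (final) initiates; reads at 0/10 min.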
BLM inh – inhibitors of human Bloom syndrome helicase BLM; P54132; recombinant BLM DNA unwinding, fluorescence dequenching; Potency, µM (series often up to 56.1 µM), for the others: top-dose activity change, negative = inhibition, hits mostly inhibitors; 0.2% of 350,000 active;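 also: plate controls were vehicle for no effect and no enzyme for full effect; nearly all actives have a fitted effect of over 35% in size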
Target sequence (P54132 whole entry, looked up): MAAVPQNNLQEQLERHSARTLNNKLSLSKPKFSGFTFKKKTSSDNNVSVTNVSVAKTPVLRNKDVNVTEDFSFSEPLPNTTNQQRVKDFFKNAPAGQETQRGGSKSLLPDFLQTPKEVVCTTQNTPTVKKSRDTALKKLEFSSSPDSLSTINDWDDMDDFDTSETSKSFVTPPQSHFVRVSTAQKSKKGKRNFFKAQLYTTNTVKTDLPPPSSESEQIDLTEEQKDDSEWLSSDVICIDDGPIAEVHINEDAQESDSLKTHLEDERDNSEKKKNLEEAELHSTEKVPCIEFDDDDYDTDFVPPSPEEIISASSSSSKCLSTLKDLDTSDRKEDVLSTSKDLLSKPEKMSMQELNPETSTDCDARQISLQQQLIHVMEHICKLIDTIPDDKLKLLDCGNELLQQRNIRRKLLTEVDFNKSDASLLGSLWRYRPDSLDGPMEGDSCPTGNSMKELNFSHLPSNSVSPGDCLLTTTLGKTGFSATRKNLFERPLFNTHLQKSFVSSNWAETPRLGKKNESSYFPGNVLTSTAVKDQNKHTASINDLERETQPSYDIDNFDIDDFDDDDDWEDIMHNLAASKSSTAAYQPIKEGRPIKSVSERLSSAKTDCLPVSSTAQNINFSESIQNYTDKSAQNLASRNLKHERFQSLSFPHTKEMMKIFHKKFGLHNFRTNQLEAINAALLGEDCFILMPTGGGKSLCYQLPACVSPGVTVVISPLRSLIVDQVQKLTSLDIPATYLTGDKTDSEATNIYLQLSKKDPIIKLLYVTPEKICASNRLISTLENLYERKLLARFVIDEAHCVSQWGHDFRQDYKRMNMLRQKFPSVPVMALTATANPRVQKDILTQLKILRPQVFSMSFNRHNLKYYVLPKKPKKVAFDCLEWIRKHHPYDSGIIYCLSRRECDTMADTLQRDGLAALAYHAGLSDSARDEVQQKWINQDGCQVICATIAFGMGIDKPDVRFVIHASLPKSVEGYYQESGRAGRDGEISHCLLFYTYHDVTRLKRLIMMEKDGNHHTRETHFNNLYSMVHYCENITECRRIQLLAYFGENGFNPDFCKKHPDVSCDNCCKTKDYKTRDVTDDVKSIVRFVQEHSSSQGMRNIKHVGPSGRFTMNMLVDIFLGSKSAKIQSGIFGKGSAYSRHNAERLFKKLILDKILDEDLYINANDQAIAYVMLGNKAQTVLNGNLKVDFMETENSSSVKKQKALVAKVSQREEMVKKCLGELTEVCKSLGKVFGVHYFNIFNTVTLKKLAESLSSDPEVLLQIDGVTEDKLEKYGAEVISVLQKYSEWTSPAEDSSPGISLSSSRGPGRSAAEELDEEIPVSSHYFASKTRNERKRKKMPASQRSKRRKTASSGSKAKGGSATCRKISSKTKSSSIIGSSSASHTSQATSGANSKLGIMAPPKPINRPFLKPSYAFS
APE1 inh – inhibitors of human APE1 endonuclease; P27695; recombinant APE1, TAMRA/BHQ-2 abasic DNA cleavage fluorescence; Potency, µM (highest dose often 65.8 µM), for inactives: at the top dose activity change, negative = inhibition, actives largely listed as inhibitors; 0.35% of 350,000 active; AID 2517;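 also: plate controls were vehicle for no effect and reference inhibitor for full effect; nearly all actives have a fitted effect of over 55% in size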
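Kinetic fluorescence read (525 ex/598 em nm, three reads 60 s apart) of AP-site incision; signal = third minus first read. Enzyme 0.75 nM, dual-labelled THF duplex 50 nM, compound preincubation 15 min RT.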
JMJD2A Tudor inh – JMJD2A Tudor domain (human) inhibition; O75164; AlphaScreen JMJD2A-Tudor / H3K4me3 peptide binding; 4.4% of 390,000 active; Potency, µM (doses to about 114 µM), for inactives: at the top dose activity change, negative = inhibition, most hits filed as inhibitors; AID 504339; also: nearly all actives have a fitted effect of over 50% in size
* = called active by the depositor; ? = inconclusive; . = not tested or not shown; [ ] = dose if it differs, or a comment. Calls follow the shape of the dose curve; as a rule, active = well fitted curve in the direction sought with a large enough effect; inconclusive = small, poorly fitted or top-dose-only effect, or another doubt; inactive = no such curve, though single readings can be large; an effect the other way counts as inactive or inconclusive. Unless noted, % is scaled to controls: 0 for no effect and ±100 for the full control effect; potency is read from the fitted curve at half-maximal effect.

entry	structure	APE1 inh	JMJD2A Tudor inh	POLK inh	POLH inh	BLM inh
1	CS(=O)(=O)c1ccc(C(=O)OCC#CCSc2nnc(-c3cccc4ccccc34)o2)cc1	.	-19%	.	.	.
2	O=C1c2ccccc2C(=O)N1c1cccc2ncccc12	.	89µM*	.	.	.
3	O=C(CNC(=O)c1ccccc1)OC(C(=O)Nc1ccc2c(c1)OCO2)c1ccccc1 (stereo not drawn)	.	-27%	.	.	.
4	COc1cc(F)c(S(=O)(=O)N2CCCN(S(=O)(=O)c3ccc(NC(C)=O)cc3)CC2)c(F)c1	.	-27%	.	.	.
5	O=C1CCc2cc(S(=O)(=O)Nc3cc(F)cc(Cl)c3)c(F)cc2N1	.	-18%	.	.	.
6	O=C(NCc1nnc(-c2nc3ccccc3[nH]2)o1)C1CCCCC1	.	-4%	.	.	.
7	Cc1cc(N2C(=O)c3ccccc3C2=O)n[nH]1	.	-3%	.	.	.
8	O=C(OCC#CCSc1nnc(-c2cc3ccccc3cc2O)o1)c1ccc(F)cc1	.	-14%	.	.	.
9	COc1ccc(C2c3c(n(Cc4ccccc4)cnc3=N)Oc3ccc4ccccc4c32)cc1OC (stereo not drawn)	.	?	.	.	.
10	c1ccc(P(c2ccccc2)c2cnc3ccccn23)cc1	.	?	.	.	.

Later entries
entry	structure	APE1 inh	JMJD2A Tudor inh	POLK inh	POLH inh	BLM inh
11	O=S(=O)(c1ccc(Cl)cc1)N1CCN(S(=O)(=O)c2ccc3c(c2)OCCO3)CC1	.	-12%	.	.	.
12	COc1ccc(C2Nc3ccccc3C(=O)N2C2CCCC2)cc1COc1ccc(NC(C)=O)cc1 (stereo not drawn)	.	50µM*	.	.	.
13	Cc1cc2c(s1)c1cnn(Cc3ccc(C(C)(C)C)cc3)c(=O)c1n2C	.	-8%	.	.	.
14	Cc1cc2c(s1)c1cnn(Cc3ccc(C)c(F)c3F)c(=O)c1n2C	.	-19%	.	.	.
15	COc1ccc(-c2nc3cccc(OC)c3c(=O)n2Cc2ccccc2)cc1COc1ccc(NC(C)=O)cc1	.	50µM*	.	.	.
16	Cc1nc(CN(C)c2ncnc3ccc(-c4ccc5c(c4)OCO5)cc23)cs1	.	89µM*	.	.	.
17	COc1ccc(C2Nc3ccccc3C(=O)N2CCO)cc1COc1ccc(NC(C)=O)cc1 (stereo not drawn)	.	79µM*	.	.	.
18	COc1ccc(C2Nc3ccccc3C(=O)N2Cc2ccc(-c3ccccc3)cc2)cc1COc1ccc(NC(C)=O)cc1 (stereo not drawn)	.	?	.	.	.
19	COc1ccc(C2Nc3ccccc3C(=O)N2CCc2ccccc2)cc1COc1ccc(NC(C)=O)cc1 (stereo not drawn)	.	-30%	.	.	.
20	Cc1ccc(NCc2ccc(O)c3ncccc23)c(F)c1	.	18µM*	.	.	.

As a short view, 12 of the compounds above:
entry	structure	APE1 inh	JMJD2A Tudor inh	POLK inh	POLH inh	BLM inh
8	O=C(OCC#CCSc1nnc(-c2cc3ccccc3cc2O)o1)c1ccc(F)cc1	.	-14%	.	.	.
9	COc1ccc(C2c3c(n(Cc4ccccc4)cnc3=N)Oc3ccc4ccccc4c32)cc1OC (stereo not drawn)	.	?	.	.	.
10	c1ccc(P(c2ccccc2)c2cnc3ccccn23)cc1	.	?	.	.	.
11	O=S(=O)(c1ccc(Cl)cc1)N1CCN(S(=O)(=O)c2ccc3c(c2)OCCO3)CC1	.	-12%	.	.	.
12	COc1ccc(C2Nc3ccccc3C(=O)N2C2CCCC2)cc1COc1ccc(NC(C)=O)cc1 (stereo not drawn)	.	50µM*	.	.	.
13	Cc1cc2c(s1)c1cnn(Cc3ccc(C(C)(C)C)cc3)c(=O)c1n2C	.	-8%	.	.	.
14	Cc1cc2c(s1)c1cnn(Cc3ccc(C)c(F)c3F)c(=O)c1n2C	.	-19%	.	.	.
15	COc1ccc(-c2nc3cccc(OC)c3c(=O)n2Cc2ccccc2)cc1COc1ccc(NC(C)=O)cc1	.	50µM*	.	.	.
16	Cc1nc(CN(C)c2ncnc3ccc(-c4ccc5c(c4)OCO5)cc23)cs1	.	89µM*	.	.	.
17	COc1ccc(C2Nc3ccccc3C(=O)N2CCO)cc1COc1ccc(NC(C)=O)cc1 (stereo not drawn)	.	79µM*	.	.	.
18	COc1ccc(C2Nc3ccccc3C(=O)N2Cc2ccc(-c3ccccc3)cc2)cc1COc1ccc(NC(C)=O)cc1 (stereo not drawn)	.	?	.	.	.
19	COc1ccc(C2Nc3ccccc3C(=O)N2CCc2ccccc2)cc1COc1ccc(NC(C)=O)cc1 (stereo not drawn)	.	-30%	.	.	.

Additional results follow:
entry	structure	APE1 inh	JMJD2A Tudor inh	POLK inh	POLH inh	BLM inh
21	Cc1cc2c(s1)c1cnn(Cc3cc(F)c(Cl)cc3Cl)c(=O)c1n2C	.	7%	.	.	.
22	Oc1ccc(CCc2ccccc2)c2cccnc12	.	45µM*	.	.	.
23	COc1cccc(C2c3c(ncn(-c4cccnc4)c3=N)Oc3ccc4ccccc4c32)c1 (stereo not drawn)	.	?	.	.	.
24	COc1ccc(NS(=O)(=O)c2ccc3c(c2)CCC(=O)N3)cc1	.	-13%	.	.	.
25	CCCCC(O)C(=O)Nc1cc(C(F)(F)F)ccc1Cl (stereo not drawn)	.	0%	.	.	.
26	COc1cccc(C2c3c(ncn(-c4ccccc4)c3=N)Oc3ccc4ccccc4c32)c1 (stereo not drawn)	.	56µM*	.	.	.
27	O=C1CCc2cc(S(=O)(=O)Nc3ccc(Cl)c(Cl)c3)c(F)cc2N1	.	-29%	.	.	.
28	Oc1ccc(Oc2ccccc2F)c2cccnc12	.	50µM*	.	.	.
29	Cc1cc2c(s1)c1cnn(Cc3cc(F)c(F)c(F)c3F)c(=O)c1n2C	.	-8%	.	.	.
30	CC(=O)Nc1cccc(S(=O)(=O)N2CCN(S(=O)(=O)c3ccc4c(c3)OCCO4)CC2)c1	.	-22%	.	.	.

Remaining list, next part:
entry	structure	APE1 inh	JMJD2A Tudor inh	POLK inh	POLH inh	BLM inh
31	O=C1Cc2cc(S(=O)(=O)N3CCN(c4cccc(C(F)(F)F)c4)CC3)ccc2N1	.	?	.	.	.
32	Cc1ccc(NS(=O)(=O)c2ccc3c(ccn3C)c2)cc1C	.	-17%	.	.	.
33	Cc1ccc(NS(=O)(=O)c2cccc(F)c2)cc1C	.	-1%	.	.	.
34	O=C1CCc2cc(S(=O)(=O)Nc3ccccc3-c3ccccc3)ccc2N1	.	-20%	.	.	.
35	Nc1c(-c2ccncc2)cc[nH]c1=O	.	-16%	.	.	.
36	Cc1cc2c(s1)c1cnn(Cc3ccccc3F)c(=O)c1n2C(C)C	.	14%	.	.	.
37	O=C1CN(S(=O)(=O)c2c(F)cccc2F)CCN1S(=O)(=O)c1ccc2c(c1)OCCO2	.	-5%	.	.	.
38	Cc1ccc(NS(=O)(=O)c2ccc3c(c2)CCCC(=O)N3)cc1C	.	-27%	.	.	.
39	O=S(=O)(c1ccc2c(c1)OCCO2)N1CCN(S(=O)(=O)c2cccc3cccnc23)CC1	.	-13%	.	.	.
40	N#Cc1c(-c2ccc(Cl)cc2)no[n+]1[O-]	-4%	-26%	.	.	.

(listing goes on)
entry	structure	APE1 inh	JMJD2A Tudor inh	POLK inh	POLH inh	BLM inh
41	COc1ccc2nc(-c3cccc(F)c3)sc2c1	-1%	14%	.	.	.
42	COc1ccc(-c2nnc3n2N=C(c2cccc(OC)c2)CS3)cc1	1%	-15%	.	.	1%
43	Cc1noc(C)c1-c1ccc2ncnc(NCc3ccco3)c2c1	10%	-27%	.	.	6%
44	COc1ccc(C2=Nn3c(nnc3-c3ccccc3C)SC2)cc1	-3%	-17%	.	.	-3%
45	CC(C)CNc1nc(C#N)nc(Nc2ccccc2)n1	1%	-12%	.	.	-11%
46	COc1ccccc1C1=Nn2c(nnc2-c2cccc(OC)c2OC)SC1	14%	-16%	.	.	2%
47	COc1ccc(C2=Nn3c(nnc3-c3cc(OC)cc(OC)c3)SC2)cc1	-2%	-23%	.	.	-9%
48	COc1cccc(C2=Nn3c(nnc3-c3ccccc3OC)SC2)c1	0%	79µM*	.	.	1%
49	COc1ccc(-c2nnc3n2N=C(c2ccccc2OC)CS3)cc1OC	-4%	-17%	.	.	-5%
50	COc1ccccc1-c1nnc2n1N=C(c1c(OC)cccc1OC)CS2	2%	-23%	.	.	4%

(continued)
entry	structure	APE1 inh	JMJD2A Tudor inh	POLK inh	POLH inh	BLM inh
51	COc1cccc(C2=Nn3c(nnc3-c3cc(OC)cc(OC)c3)SC2)c1	-6%	-19%	.	.	-10%
52	O=S(=O)(Nc1cccc2cccnc12)c1ccc(Br)s1	-3%	?	.	.	-11%
53	Cc1noc(C)c1-c1ccc2ncnc(NC3CCCc4ccccc43)c2c1 (stereo not drawn)	-3%	-34%	.	.	-6%
54	Cc1noc(C)c1-c1ccc2ncnc(NCc3cccc(C(F)(F)F)c3)c2c1	-7%	-8%	.	.	-10%
55	COc1ccc(C2=Nn3c(nnc3-c3ccccc3OC)SC2)c(OC)c1	20%	-19%	.	.	3%
56	CCOc1ccccc1-c1nnc2n1N=C(c1ccccc1OC)CS2	0%	-28%	.	.	1%
57	COc1ccc(CNc2ncnc3ccc(-c4c(C)noc4C)cc23)cc1	-3%	-31%	.	.	-8%
58	Fc1ccc(C(c2ccc(F)cc2)N2CCN(CC=Cc3ccccc3)CC2)cc1	.	.	-5%[19.4 µM]	.	.
59	CC(=O)OCC(=O)[C@@]1(O)CCC2C3CCC4=CC(=O)CC[C@]4(C)C3=CC[C@@]21C (stereo partly drawn)	.	.	5%[19.4 µM]	.	.
60	CC12CCC(CC1O)C2C(=O)O (stereo not drawn)	.	.	.	-8%	.

Other entries follow:
entry	structure	APE1 inh	JMJD2A Tudor inh	POLK inh	POLH inh	BLM inh
61	C[C@@H]1CN([C@@H](C)CO)C(=O)CCCn2nncc2CO[C@H]1CN(C)S(=O)(=O)c1cn(C)cn1	.	.	.	-9%	.
62	CC(Oc1ccc(F)cc1)C(=O)Nc1cccc(S(=O)(=O)N(C)c2ccccc2)c1 (stereo not drawn)	.	.	.	-18%	.
63	CCCCCCN1C[C@@H](n2cc(C3CC3)nn2)[C@H](O)C[C@@H]1c1ccc(OC)cc1	.	.	.	-17%	.
64	O=C(O)CC1(C(=O)O)CC2C=CC1C2 (stereo not drawn)	.	.	.	?	.
65	O=C(c1ccoc1)N1CCN(c2cc(-c3ccncc3)nc3cc(-c4cccc(Cl)c4)nn23)CC1	.	.	.	4%	.
66	Cc1sc(N=Nc2ccc(N(C)C)cc2)[n+]([O-])c1C	.	.	.	-8%	.
67	CC1=C(C(=O)N(C)C)CC(CC(=O)NC2CCCCC2)C(=O)N1Cc1ccc(C(C)(C)C)cc1 (stereo not drawn)	.	.	.	-12%	.
68	Cc1ccc(S(=O)(=O)N2C[C@H]3N(C(=O)OC(C)C)N(C(=O)OC(C)C)C[C@H](OC(=O)NCC4CCCCC4)[C@@]3(O)C2)cc1	.	.	.	?	.
69	ON=C1CCC2CCCCC2C1 (stereo not drawn)	.	.	.	-4%	.
70	CCOC(=O)c1ccc(NC(=S)P(=O)(c2ccccc2)c2ccccc2)cc1	.	.	.	-17%	.

Next part:
entry	structure	APE1 inh	JMJD2A Tudor inh	POLK inh	POLH inh	BLM inh
71	CC1(CN2CCCC2)CCC(NC(=O)C(c2ccccc2)c2ccccc2)C(C)(C)O1 (stereo not drawn)	.	.	.	-11%	.
72	CCOC(=O)CCCCCC(=O)Nc1ccc2c(c1)C(=O)N([C@@H](C)CO)C[C@@H](C)[C@H](CN(C)C(=O)c1ccncc1)OCCCC[C@H](C)O2	.	.	.	0%	.
73	Cc1ccc2c(c1)sc1nncn12	.	.	.	-11%	.
74	CC(C)NC(=O)N(C)C[C@H]1OCc2cnnn2CCCC(=O)N([C@@H](C)CO)C[C@H]1C	.	.	.	-5%	.
75	C[C@H](CO)N1C[C@H](C)[C@@H](CN(C)Cc2ccc(C(F)(F)F)cc2)OCc2cnnn2CCCC1=O	.	.	.	-7%	.
76	Cc1ccc(S(=O)(=O)NCC(=O)NCC(=O)NCCc2ccc(Cl)cc2)cc1C	.	.	.	-4%	.
77	CCOc1ccc(NC(=O)COc2cccc3cccnc23)cc1S(=O)(=O)N1CCCC1	.	.	.	?	.
78	CCCCCCN1C[C@H](n2cc(COC(=O)c3ccccc3)nn2)[C@@H](O)C[C@@H]1c1ccc(OC)cc1	.	.	.	-14%	.
79	COc1cccc(S(=O)(=O)N(C)C[C@H]2OCc3cnnn3CCCC(=O)N([C@@H](C)CO)C[C@@H]2C)c1	.	.	.	2%	.

Only part of the results is shown (hit frequency here may not be typical).
